Screening results from PubChem BioAssay.
OXTR potentiator = potentiators of human oxytocin receptor. AID 2445. P30559. CHO-OTR cells, Fluo-8 calcium fluorescence, potentiator mode; 0% = oxytocin EC15, 100% = EC100. activation, % at 3 µM. 320,000 compounds, 0.061% hits;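 active = activation above that plate's cutoff, the mean activation of tested compounds plus 3 SD, cut at about 6.6% in these data, passing the limit was not always enough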;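 also: 100% uses oxytocin at 75 nM as the full agonist control; some results filed as inactive read as strong as hits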
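Replication – single well per compound, singlicate · Assay system – CHO cell line stably expressing human OTR · Timing – 6 min pre-incubation, 100 s read · Measure – normalized max/min fluorescence ratio, % activation · Doses – 3.0 µM, one dose · Detection – Fluo-8 calcium dye fluorescence · Probe or stimulus – oxytocin near EC15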
TAAR1 antagonist = human TAAR1 antagonism. 360,000 compounds, 1.5% hits. AID 624466. Q96RJ0. CHO RD-HGA16 TAAR1, Fluo-8 calcium fluorescence, antagonist. inhibition, % at 3 µM;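 active = inhibition above a per-plate cutoff, the mean inhibition of test compounds on that plate plus 3 SD, cut at about 49% in these data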;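 also: 0% = DMSO plus EC80 beta-PEA response and 100% = DMSO alone without agonist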
Target sequence (Q96RJ0 whole entry, looked up): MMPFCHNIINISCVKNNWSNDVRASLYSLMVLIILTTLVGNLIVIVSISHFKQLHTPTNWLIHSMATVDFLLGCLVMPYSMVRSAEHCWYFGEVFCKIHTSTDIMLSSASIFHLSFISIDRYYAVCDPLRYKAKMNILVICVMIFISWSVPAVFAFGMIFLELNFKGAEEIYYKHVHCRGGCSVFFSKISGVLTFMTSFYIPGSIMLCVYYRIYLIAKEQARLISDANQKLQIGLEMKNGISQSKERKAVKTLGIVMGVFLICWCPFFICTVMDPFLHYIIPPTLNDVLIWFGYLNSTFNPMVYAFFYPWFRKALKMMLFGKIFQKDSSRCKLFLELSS
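System: RD-HGA16 CHO cells with stable hTAAR1 and Gα16 | Probe or stimulus: EC80 β-phenethylamine stimulus | Dosing: 3 µM, single point | Times: Dye loading 75 min at 37 °C, then 30 min room temperature | Measured by: Fluo-8 calcium-sensitive fluorescence | Read-out basis: % inhibition of agonist calcium response | Replicates: n of 1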
M1 ag parental = counter-screen for M1 agonists: effect in parental CHO-K1 cells; activation, % at 3 µM; AID 602248; Fluo-8 calcium fluorescence; scaled to maximal ATP response, vehicle zero; 360,000 compounds, 0.48% hits; in the data active = activation above about 15%;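 also: untransfected CHO-K1 host cells lacking M1 receptor as counterscreen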
CHO-K1 Ca antag = M1 antagonist counterscreen hit in parental CHO-K1 cells; ATP-induced calcium, Fluo-8 fluorescence; inhibition, % at 3 µM; 360,000 compounds, 0.6% hits; AID 602250;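 active = inhibition above a per-plate cutoff, the plate's mean sample inhibition plus 3 SD, cut at about 24% in these data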;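 also: 0% = DMSO plus EC80 ATP and 100% = DMSO alone without ATP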
M1 antag = blocks human M1 muscarinic receptor; P11229; CHO-K1 hM1, Fluo-8 calcium fluorescence, ACh EC80 antagonist; inhibition, % at 3 µM; 360,000 compounds, 1.3% hits; AID 588852;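 active = percent inhibition above its own plate's cutoff, namely the mean of that plate's compound wells plus 3 SD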;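 also: peak over basal fluorescence ratio during 140 s after agonist addition; 0% = ACh EC80 plus DMSO and 100% = DMSO alone without agonist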
Target sequence (P11229 whole entry, looked up): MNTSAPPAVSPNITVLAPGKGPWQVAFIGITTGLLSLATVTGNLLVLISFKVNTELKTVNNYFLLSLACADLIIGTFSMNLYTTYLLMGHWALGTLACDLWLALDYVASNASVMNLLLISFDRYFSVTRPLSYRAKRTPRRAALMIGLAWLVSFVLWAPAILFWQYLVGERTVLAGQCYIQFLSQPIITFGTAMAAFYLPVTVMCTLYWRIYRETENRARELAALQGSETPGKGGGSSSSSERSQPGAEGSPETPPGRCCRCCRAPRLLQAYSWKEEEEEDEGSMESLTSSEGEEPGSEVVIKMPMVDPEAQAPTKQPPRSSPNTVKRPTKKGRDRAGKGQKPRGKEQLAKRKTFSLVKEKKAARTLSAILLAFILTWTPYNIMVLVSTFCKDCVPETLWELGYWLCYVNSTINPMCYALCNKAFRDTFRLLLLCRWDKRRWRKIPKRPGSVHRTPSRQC
M1 ag = agonists of human M1 muscarinic receptor; activation, % at 3 µM; P11229; 360,000 compounds, 0.33% hits; CHO-K1 hM1, Fluo-8 calcium fluorescence, agonist mode; 0% DMSO, 100% acetylcholine EC100; AID 588814;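 active = activation above the run's mean compound activation plus 3 SD, cut at about 16% in these data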;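 also: peak over basal fluorescence ratio within a 140 s kinetic read after compound addition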
M1 PAM parental = M1 PAM counterscreen hit in parental CHO-K1 cells | ATP EC20, Fluo-8 calcium fluorescence; 0% at ATP EC20, 100% at ATP max | activation, % at 3 µM | 360,000 compounds, 0.02% hits | AID 602247;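 active = activation above the run cutoff, the mean activation of all test compounds plus 3 SD, cut at about 40% in these data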;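 also: peak over basal fluorescence ratio in a 140 s read after ATP addition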
CHO parental Ca = counter-screen: ATP calcium response change in parental CHO cells. 330,000 compounds, 0.63% hits. inhibition, % at 5.6 µM. parental CHO-K1, ATP-induced calcium, Fluo-8 fluorescence;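 active = inhibition above that plate's mean sample inhibition plus 3 SD, cut at about 26% in these data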;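 also: 0% = ATP-challenged DMSO wells and 100% = DMSO wells without ATP; some compounds past the cut are filed as inactive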
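Assay system: parental CHO cells; Read-out basis: percent inhibition of ATP-evoked calcium rise, normalized to controls; Benchmarks: ATP and no-ATP DMSO wells; Compound dosing: single nominal dose of 5.6 µM per compound; Signal: Fluo-8 calcium dye fluorescence; Also added: ATP as calcium-mobilizing challenge; Repeats: singlicate.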
TAAR1 agonist = human TAAR1 agonism; activation, % at 3 µM; Q96RJ0; CHO RD-HGA16 TAAR1, Fluo-8 calcium fluorescence; vehicle wells 0%, saturating PEA agonist 100%; 360,000 compounds, 0.99% hits;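 active = activation above the mean activation of all test compounds in the run plus 3 SD, cut at about 38% in these data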
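test system = CHO RD-HGA16 cells carrying human TAAR1 plus Gα16 | schedule = 17-24 h seeding, 75 min 37 °C dye, 30 min RT | compound dosing = 3 µM single concentration | control set = DMSO and PEA EC100 | replicates = n 1 | signal = Fluo-8 fluorescence, 5 s baseline then 140 s kinetic read | measure = percent activation vs PEA EC100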
An asterisk follows results filed as active; nt = no result given.

SMILES	OXTR potentiator	TAAR1 antagonist	M1 ag parental	CHO-K1 Ca antag	M1 antag	M1 ag	M1 PAM parental	CHO parental Ca	TAAR1 agonist
COc1ccccc1CC(=O)Nc1ccc(S(=O)(=O)N2CCN(C)CC2)cc1	-5	-7	0.5	11	-2	-4	-16	-3	4
NC(=O)C1CCN(C2=C(Cl)C(=O)c3ccccc3C2=O)CC1	-1	21	0.0	2	1	-4	4	7	0
CSc1ccccc1NC(=O)CN(C)C(=O)c1ccc(-n2cccn2)cc1	-5	12	1.6	-2	4	1	-18	-18	3
COc1ccccc1OCc1nnc(SCC(=O)Nc2nnc(C3CC3)s2)n1C	-9	-8	0.4	-7	-6	-6	-6	8	2
CCC(C)NC(=O)C1(C)CCC(=O)N1Cc1ccccc1OC (stereo not given)	2	-5	-0.1	-7	-5	-4	15	-5	17
O=C1Nc2ccccc2C1(O)C/C(=N/O)c1ccccc1 (stereo not given)	5	-6	4.1	1	2	-5	18	-8	11
O=C(Cn1cc2c(n1)CCCC2)N1CCc2ccccc21	6	-5	1.1	-13	-10	-2	17	-1	-1
COc1ccc2nc(-c3ccc(N)cc3)[nH]c2c1	-4	5	0.1	-4	-4	-3	7	7	17
CCOc1ccc(/C=C/C(=O)c2c(O)cc(C)oc2=O)cc1	-11	-7	1.8	4	-7	-1	-2	-14	-1
Cc1ccc(C)c(OCC(=O)N(Cc2ccccc2)c2c(N)n(Cc3ccccc3)c(=O)[nH]c2=O)c1	nt	0	-0.1	-4	-9	-3	-8	nt	3
O=C(CSc1ncnc2c1oc1ccccc12)Nc1nccs1	2	-3	0.8	-6	-19	0	32	-9	1
Cc1ccc(N=C2NC(=O)/C(=C/C=C/c3ccco3)S2)cc1C	-6	-13	-0.5	9	-1	0	12	-4	-2
CCOc1ccccc1OCCCCCc1c(C)n[nH]c1C	-9	7	5.0	-1	8	-1	20	9	10
O=C(C1CCCN(S(=O)(=O)c2ccccc2)C1)N1CCCc2ccccc21 (stereo not given)	-16	1	2.3	0	-3	-2	6	-14	9
Cc1nn(Cc2ccc([N+](=O)[O-])cc2)c(=O)n1-c1ccc(Cl)cc1	-15	-5	2.5	-17	-5	-6	15	-13	-1
Cc1cccc(N(Cc2ccccc2)C(=O)c2ccc(CS(C)(=O)=O)cc2)c1	-10	-8	5.1	-1	-7	-4	12	-10	3
Cc1ccc(Cn2c(SCC(=O)N/N=C/c3ccccc3OCC(=O)O)nc3ccccc32)cc1	0	-39	-0.9	11	-7	-1	6	-20	-1
O=C1CC(/C=C/c2ccccc2)(C(=O)NC2CCCC2)N1c1ccc(S(=O)(=O)N2CCCC2)cc1 (stereo not given)	-5	-5	0.8	-7	-14	2	29	-3	1
COc1ccc(CN2CCCCCC2)c(C)c1C	-1	6	0.5	-13	8	-11	15	-8	4
CCOC(=O)/C(=C\C=C1/Sc2cc(OCC)c(OCC)cc2N1CC)C(C)=O	-12	62*	38*	18	24	44*	-2	69*	121*
O=C(NCCN1CCCC1=O)C1CCC(=O)N(CCc2ccc(Cl)cc2)C1 (stereo not given)	-7	-6	0.0	-1	6	0	0	-6	0
O=C(/C=C/c1ccco1)NC(=S)Nc1ccc(N2CCCC2)cc1	-4	19	-0.5	-2	-5	-6	12	-14	0
Cc1ccc(C(=O)OC2CCOC2=O)cc1NC(=O)c1ccco1 (stereo not given)	-2	1	0.2	1	-1	-2	-6	-5	10
Cc1ccc(S(=O)(=O)N2CCN(C(=O)CN3CCN(c4ccc(O)cc4)CC3)CC2)cc1	nt	8	0.4	-8	-18	-7	1	nt	0
O=C(CN(C(=O)c1csnn1)c1cccc(C(F)(F)F)c1)NCCc1ccccc1	1	-1	1.8	-13	7	-1	-9	-24	0

The final 4 compounds of the section above are carried over, then new ones follow:
SMILES	OXTR potentiator	TAAR1 antagonist	M1 ag parental	CHO-K1 Ca antag	M1 antag	M1 ag	M1 PAM parental	CHO parental Ca	TAAR1 agonist
O=C(/C=C/c1ccco1)NC(=S)Nc1ccc(N2CCCC2)cc1	-4	19	-0.5	-2	-5	-6	12	-14	0
Cc1ccc(C(=O)OC2CCOC2=O)cc1NC(=O)c1ccco1 (stereo not given)	-2	1	0.2	1	-1	-2	-6	-5	10
Cc1ccc(S(=O)(=O)N2CCN(C(=O)CN3CCN(c4ccc(O)cc4)CC3)CC2)cc1	nt	8	0.4	-8	-18	-7	1	nt	0
O=C(CN(C(=O)c1csnn1)c1cccc(C(F)(F)F)c1)NCCc1ccccc1	1	-1	1.8	-13	7	-1	-9	-24	0
CC(C)c1nnc(NC(=O)c2nc(S(=O)(=O)Cc3ccc(F)cc3)ncc2Cl)s1	-2	-1	0.9	-11	-11	-3	6	-11	1
C=CCc1cccc(Cl)c1OCCCNC1CCCC1	-14	8	2.6	-3	0	12	0	-20	6
O=C(Nc1cc(C(F)(F)F)ccc1N1CCOCC1)c1ccc[n+]([O-])c1	-5	-4	0.3	6	6	-2	-7	-16	4
CCCn1c(-c2ccncc2)n[nH]c1=S	-2	-15	0.3	-4	23	0	-10	1	3
CCCC(CCC)C(=O)Nc1ccc2c(c1)N(C(=O)CCN1CCN(C)CC1)c1ccccc1CC2	-6	4	0.2	-11	0	-15	18	-6	4
CCOc1ccc(NC(=O)CCc2c(C)noc2C)cc1OC	-6	14	0.4	-5	-5	-3	-2	-11	3
Cn1nc(C(=O)Nc2ccc(S(=O)(=O)N3CCCCC3)cc2)ccc1=O	-16	12	3.1	3	-7	1	-3	10	12
CCn1nc(NC(=O)c2ccncc2)c2cc3ccccc3nc21	-13	-5	0.9	-13	6	-4	26	-17	7
CN(C(=O)c1c(Cl)nc2sccn12)C1CCCCC1	1	-1	0.9	-6	-5	-3	-1	-13	5
O=C(COc1ccccc1)OCc1cc(-c2ccco2)on1	8	1	-0.1	1	-2	3	-18	-5	2
CCc1cc(C(=O)Cc2nc3ccccc3s2)c(O)cc1OCC(=O)O	2	0	0.2	7	8	-3	-19	-7	-2
Cc1ccc(SC(C)C(=O)NC2CC2)cc1 (stereo not given)	4	-2	0.3	-8	-17	2	12	-9	-1
COC(=O)c1ccc(COC(=O)c2cnc(Cl)c(Cl)c2)cc1	-6	-6	0.1	7	-12	-3	-7	-7	2
O=C(Nc1cccnc1)c1cccs1	1	nt	0.3	-23	-3	-3	4	-4	nt
O=C(NCc1ccccc1)C(c1ccccn1)N(C(=O)c1csnn1)c1ccccc1F (stereo not given)	-5	-6	2.4	-1	-5	-3	21	-13	2
CCOc1cccc(-c2nn3c(-c4ccccn4)nnc3s2)c1	2	9	2.6	8	-6	-5	16	-17	8
Clc1ccc(C2=CSC3=NCCN23)cc1Cl	1	-1	0.9	-8	17*	-6	7	-11	7
COc1cccc(C(=O)NCCS(=O)(=O)NC2CCCC2)c1	-12	-5	-0.1	4	9	-2	-11	-12	1
CC(C)OC(=O)c1cccc(-c2ccc(C=O)o2)c1	-6	-21	-0.2	10	11	-3	-11	-3	-3
O=C(CN1CCC(N2CCCCC2)CC1)N1CCCc2ccccc21	-11	18	-0.2	-1	4	-5	3	1	2
COc1ccc(Cc2nc3ccc(C(=O)NCC4COCCO4)cc3o2)cc1OC (stereo not given)	-9	-14	1.7	-3	-11	0	0	-4	2
Cc1cc(Cl)c(S(=O)(=O)N2CCSCC2)cc1OCC(N)=O	-7	14	0.2	13	-4	1	-4	-3	2
CC1(c2ccc3c(c2)OCO3)NC(=O)N(CC(=O)c2ccc[nH]2)C1=O (stereo not given)	-7	-19	6.8	-5	13	2	7	-4	4
CCOC(=O)C(=O)N1CCN(c2nc(-c3ccc(Cl)cc3)cs2)CC1	-8	23	2.0	-5	-3	-5	20	-15	-2
COc1ccc(/C=N/NC(=O)c2cc(-c3cccnc3)nc3ccccc23)c(OC)c1	-7	24	1.2	-9	-2	-4	6	-24	8
Further records:
SMILES	OXTR potentiator	TAAR1 antagonist	M1 ag parental	CHO-K1 Ca antag	M1 antag	M1 ag	M1 PAM parental	CHO parental Ca	TAAR1 agonist
CCCN1CCN(CCCNC(=O)CCNC(=O)Cn2ccc3ccccc3c2=O)CC1	-3	-1	-0.4	13	-11	4	-5	-4	6
Fc1cc(F)cc(NC(=S)N2CCN(c3ncccn3)CC2)c1	-6	5	3.3	-6	-14	-3	21	-11	5
CCOC(=O)[C@@H]1[C@H]2COc3cc(OC)ccc3[C@@H]2N2C(=O)N(c3ccccc3)C(=O)[C@]12C	3	-3	-0.6	2	8	-7	-7	-15	2
CCS(=O)(=O)N1Cc2ccccc2CC1C(=O)NCC12CC3CC(CC(C3)C1)C2 (stereo not given)	-19	-8	0.7	-2	-8	0	19	-30	7
CCOC(=O)N1CCC(NC(=O)c2ccc3nc(N4CCOCC4)sc3c2)CC1	nt	11	-0.2	-4	-9	-1	9	nt	1
CC1(C)Cc2c(cnn2-c2ccccc2)C(NC(=O)CCCN2CCCCC2=O)C1 (stereo not given)	-7	-22	0.1	0	-20	-2	2	-9	2
CCOC(=O)c1c(CSCc2ccccc2)oc2ccc(O)c(CN(C)C)c12	-7	-2	5.8	-21	-6	2	21	-3	23
CCOn1c(=O)c[n+]([O-])c2ccccc21	1	-25	3.5	-10	14	1	14	-7	3
CCC(C(=O)NCc1ccccn1)n1c2ccccc2c2nc(=O)cc(C)n21 (stereo not given)	-3	7	0.0	-5	-9	-5	6	-10	1
CCOC(=O)C1=C(CN2CCN(C(=O)c3ccco3)CC2)NC(=O)NC1c1ccc(OC(C)C)cc1 (stereo not given)	-1	-24	0.1	1	-11	-1	12	-18	2
Cc1cc(CCNC=O)c(C)c2c1oc1ccccc12	nt	-4	-0.2	-2	-9	-4	-2	nt	0
CN(Cc1ccc(F)cc1)C(=O)C(c1ccccc1)c1ccccc1	-10	-28	-0.9	-9	-4	-11	17	-23	3
CSc1cccc(CN2CCCC(CNC(=O)c3ccc(F)cc3)C2)c1 (stereo not given)	-4	-14	1.7	-15	-9	-7	23	-20	0
COC(=O)[C@]12CCCCC=C1N(Cc1cccc3ccccc13)C(=O)[C@H](CC(=O)NCc1ccccc1)C2	nt	42	1.6	-18	nt	nt	5	nt	2
COc1cc2ccccc2cc1C(=O)NC(=S)Nc1cccc(C(=O)O)c1	-11	-27	2.8	2	7	-4	4	-14	1
Cc1ccc2nc(-c3ccc(NC(=O)CN4C(=O)c5ccccc5C4=O)cc3)sc2c1	0	6	0.4	-2	-4	-4	7	-14	1
Cc1ccc(C(=O)N2CCCC(CCC(=O)N3CCN(c4ccccn4)CC3)C2)cn1 (stereo not given)	0	-13	0.8	2	-14	-5	0	-17	1
